# GPR151 ag: human GPR151 activation. Q8TDV0. PathHunter beta-arrestin GPR151 cells, luminescence. activation, % at 11.2 µM. actives 1% (n = 650,000). AID 1508602; in the data active = activation above about 4.9%;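 note: 0% = median of compound wells and 100% = cells with positive control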
# FBW7 activator: activators of human E3 ligase FBW7; Q969H0; AlphaScreen FBW7–phospho-cyclin E peptide binding, activator screen; AID 1259310; normalized activity (activation), % at 26.1 µM; actives 0.13% (n = 650,000); in the data active = normalized activity above about 1.9%;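 note: purified mutant Fbw7 with reduced substrate affinity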
# Target sequence (Q969H0 whole entry, looked up): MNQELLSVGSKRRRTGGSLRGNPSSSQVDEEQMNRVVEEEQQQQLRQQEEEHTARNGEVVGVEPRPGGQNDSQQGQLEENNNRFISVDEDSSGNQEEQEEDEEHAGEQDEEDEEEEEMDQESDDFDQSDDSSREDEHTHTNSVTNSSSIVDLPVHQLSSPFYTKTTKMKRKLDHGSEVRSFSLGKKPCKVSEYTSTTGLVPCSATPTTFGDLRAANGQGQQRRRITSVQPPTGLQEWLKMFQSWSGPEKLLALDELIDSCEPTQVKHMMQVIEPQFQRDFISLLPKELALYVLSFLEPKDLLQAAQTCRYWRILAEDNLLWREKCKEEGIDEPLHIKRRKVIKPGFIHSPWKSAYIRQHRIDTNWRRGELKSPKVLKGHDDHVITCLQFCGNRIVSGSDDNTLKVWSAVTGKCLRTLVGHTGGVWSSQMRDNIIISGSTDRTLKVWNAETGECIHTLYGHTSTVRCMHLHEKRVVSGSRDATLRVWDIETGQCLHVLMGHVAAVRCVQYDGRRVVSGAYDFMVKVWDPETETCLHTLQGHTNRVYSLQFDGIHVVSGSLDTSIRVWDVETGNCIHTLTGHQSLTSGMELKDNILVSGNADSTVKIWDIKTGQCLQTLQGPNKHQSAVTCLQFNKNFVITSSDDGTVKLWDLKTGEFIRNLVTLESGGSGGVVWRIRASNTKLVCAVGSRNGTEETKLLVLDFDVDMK
# TEAD-YAP block: TEAD-YAP interaction inhibition | HEK-TIYL cells, TEAD-Gal4/YAP UAS-luciferase luminescence | inhibition, % at 9.12 µM | actives 1.4% (n = 640,000) | AID 1259422; in the data active = inhibition above about 32%;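 note: 0% = median of test compound wells and 100% = reference inhibitor wells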
# MITF primary: blocks human microphthalmia-associated transcription factor | actives 0.91% (n = 650,000) | inhibition, % at 2.6 µM | AlphaScreen MITF homodimerization, bead proximity signal | O75030; in the data active = inhibition above about 50%;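 note: 0% = vehicle wells with protein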
# Numbers without * were called inactive; x = not tested or not shown. Random draw from the library. Share with any hit: about 3.4%.
SMILES,GPR151 ag,FBW7 activator,TEAD-YAP block,MITF primary
NC(=Nc1ccc(N)cc1)c1nonc1N,1.1,-0.1,6,10
COC(=O)C(C(=O)OC)C(Nc1cccc(C)c1)c1ccccc1 (stereo not given),-1.2,0.1,-4,-18
COc1cc(-n2nc(-c3ccccc3)cc2-c2ccccc2)ncn1,1.8,-0.1,-3,-2
CC(C)n1cnc2c(N)nc(Nc3ccncn3)nc21,0.7,0.0,-4,0
CCOc1ccc(C2C(C(=O)OC)=CN(Cc3ccc(F)cc3)C=C2C(=O)OC)cc1OC,-0.8,0.7,2,-4
O=c1ccc(=O)n(-c2ccc(Br)cc2)[nH]1,-0.6,0.2,3,-9
Cc1ccsc1/C=C1/NC(=O)NC1=O,-0.5,-0.1,-7,8
COc1ccc(OC)c(/C=C2\C(=O)N(c3cccc(Cl)c3)N=C2C)c1,3.6,-0.6,-2,2
COc1ccc(NC(=O)c2ccccc2NC(=O)c2ccccc2Cl)cc1,0.8,-0.1,7,1
CC(NS(=O)(=O)c1ccc2c(c1)OCC(=O)N2)c1ccccc1 (stereo not given),0.2,-0.1,6,-8
COc1ccc(C2=CC(c3cccc4ccccc34)n3nnnc3N2)cc1 (stereo not given),1.9,0.2,-1,16
COC(=O)c1cc2c(C(F)(F)F)cc(-c3cccnc3)nc2s1,-0.2,0.0,-7,-11
CC(=O)N1CCC(N(C(=O)Nc2ccc(C)cc2)C(C)C)CC1,1.0,0.0,-58,-15
CCCCCCC(=O)Nc1nnc(CC)s1,-0.7,0.1,-4,-7
CCN1CCN(c2c(Cl)cccc2NC(=O)c2ccc(Cl)cc2)CC1,1.4,0.0,4,2
COc1ccc(-c2nccc(NC3CCN(Cc4ccccc4)CC3)n2)cn1,2.5,0.1,-5,0
CC1(NC(=O)NC2(C)CCS(=O)(=O)C2)CCS(=O)(=O)C1 (stereo not given),-0.2,1.8,11,14
Cc1ccc(-n2[nH]c(C)c(C=Nc3ccc(Br)cn3)c2=O)cc1,-0.3,0.1,3,11
Cc1ccc2nc(-c3ccc(F)cc3)c(CNCCCN3CCCC3=O)cc2c1,-0.3,0.0,-6,5
CCC(C)NC(=O)C1CCC(=O)N(c2ccc3c(c2)OCO3)C1c1ccc(OC)cc1 (stereo not given),-0.5,0.1,-7,9

# Reprinted from the part before: two compounds, followed by the next part.
SMILES,GPR151 ag,FBW7 activator,TEAD-YAP block,MITF primary
Cc1ccc2nc(-c3ccc(F)cc3)c(CNCCCN3CCCC3=O)cc2c1,-0.3,0.0,-6,5
CCC(C)NC(=O)C1CCC(=O)N(c2ccc3c(c2)OCO3)C1c1ccc(OC)cc1 (stereo not given),-0.5,0.1,-7,9
CN(C)CC(C)(O)c1ccc2c(c1)CN(Cc1cn[nH]c1)CCO2 (stereo not given),0.1,0.1,-3,-3
CCN(CC)C1=C(C(=O)c2ccccc2)NS(=O)(=O)c2ccccc21,1.0,0.0,-6,0
COc1ccc(C)cc1NC(=O)N1CCCC(N(C)CCc2ccccn2)C1 (stereo not given),2.5,0.1,1,13
Nc1nc2nc(C(F)(F)F)cc(C(F)(F)F)c2s1,-1.8,1.1,-12,19
Cc1cc(S(=O)(=O)Nc2ccncc2)c(C)cc1Br,0.1,0.2,-6,0
CCN(CC)c1nc(NCCCN2CCCC2=O)nc(Oc2ccccc2)n1,0.5,0.1,6,3
COc1cccc(C(=O)Nc2ccc3nc(C)n(-c4ccc(Cl)cc4)c(=O)c3c2)c1OC,0.6,0.0,-4,11
O=C(CN1C(=O)S/C(=C\c2ccccc2)C1=O)Nc1cccnc1,0.2,0.1,10,9
C/C(=N\NC(=O)c1ccco1)c1ccc(N)cc1,-1.5,0.0,-56,-6
CCc1ccc(OCCCN=Cc2c(O)n(C(C)(C)C)c(=O)[nH]c2=O)cc1,0.1,0.0,-5,6
CC(=O)Nc1ccc(Nc2nc(C)c([N+](=O)[O-])c(Nc3ccccc3)n2)cc1,2.6,-0.1,29,6
Cc1cc(C)nc(SCC(=O)c2ccc(C)c(C)c2)n1,-0.4,0.9,-29,-2
Cc1cc(-c2nnc(SCc3ccccc3F)o2)no1,0.3,0.0,-64,-2
CCC(NS(=O)(=O)c1ccc(C)cc1)C(=O)O (stereo not given),-0.4,0.0,-5,-10
CC(C)(O)C#Cc1ccc(C(=O)N2CCC(C(N)=O)(N3CCCCC3)CC2)o1,-1.4,-0.2,-5,-13
COc1cccc(N2C(=O)c3nccnc3C2=O)c1,-0.5,0.3,9,12
CC1=C(C(=O)OCc2ccccc2)C(c2ccccc2)C(C#N)=C(N)O1 (stereo not given),3.3,0.4,0,7
NCc1nc2ccncc2[nH]1,-1.7,0.1,10,-14
Cc1nc2c(-c3ccccc3)c(C)nn2c(C)c1CCC(=O)N1CCCCC1,1.0,0.3,-5,-7
Cc1nc(C#N)c(N/N=C/c2ccc(O)cc2)o1,-9.4,0.0,-24,1

# The last 7 records of the part above come first, to join the parts:
SMILES,GPR151 ag,FBW7 activator,TEAD-YAP block,MITF primary
CCC(NS(=O)(=O)c1ccc(C)cc1)C(=O)O (stereo not given),-0.4,0.0,-5,-10
CC(C)(O)C#Cc1ccc(C(=O)N2CCC(C(N)=O)(N3CCCCC3)CC2)o1,-1.4,-0.2,-5,-13
COc1cccc(N2C(=O)c3nccnc3C2=O)c1,-0.5,0.3,9,12
CC1=C(C(=O)OCc2ccccc2)C(c2ccccc2)C(C#N)=C(N)O1 (stereo not given),3.3,0.4,0,7
NCc1nc2ccncc2[nH]1,-1.7,0.1,10,-14
Cc1nc2c(-c3ccccc3)c(C)nn2c(C)c1CCC(=O)N1CCCCC1,1.0,0.3,-5,-7
Cc1nc(C#N)c(N/N=C/c2ccc(O)cc2)o1,-9.4,0.0,-24,1
O=C(CCCCCN1C(=O)c2ccccc2C1=O)Nc1cc(Oc2ccc(F)cc2)cc([N+](=O)[O-])c1,0.1,-0.2,3,10
C=C(C)CN(CC)C(=O)CC1(c2ccccc2)CC(=O)N(CCc2ccccn2)C1=O (stereo not given),2.4,0.2,3,4
O=C(/C=C/c1ccc2c(c1)OCO2)c1ccc(F)cc1,0.4,0.0,x,-1
CCOCCCNC(=O)c1ccc2c(c1)N(Cc1ccc(C)cc1)C(=O)CS2,0.8,0.1,-1,10
Oc1oc(-c2cccc3ccccc23)nc1/C=N/c1nccs1,2.5,-0.1,-15,2
Cc1ccc(CNC(=O)CCCCCn2c(SCc3ccc([N+](=O)[O-])cc3)nc3ccsc3c2=O)cc1,0.3,0.1,-2,3
Cc1cc(/C=N/NC(=O)CC2(C)OCCO2)c(C)n1-c1cccc(Br)c1,0.3,-0.1,-5,12
COc1cc(C2CC(=O)Nc3cc4c(cc32)OCO4)cc(OC)c1O (stereo not given),-0.1,0.4,2,0
Cc1onc(-c2ccccc2)c1C(=O)Nc1cc(F)cc(F)c1,0.9,0.1,7,-3
CCOC(=O)c1c(NC(=O)CSc2nnc(CNC(=O)c3ccc(OC)c(OC)c3)n2-c2cccc(Cl)c2)sc2c1CCCC2,0.2,-0.1,-2,0
CC1=C(C(=O)OC2CCCC2C)C(c2ccccc2I)NC(=O)N1C (stereo not given),-0.7,-0.1,-6,4
CC(C)CNC(=O)NC(=O)COC(=O)c1ccccc1N=Nc1ccc(O)cc1,5.9*,0.6,5,15
COc1cccc(NC(=O)C2C3C=CC4(O3)C2C(=O)N(CCc2ccccc2Cl)C4C(=O)NC2CCCCC2)c1 (stereo not given),2.5,-0.1,6,-3
COc1cc(Nc2nc3ncnc(NCc4cccnc4)c3[nH]2)cc(OC)c1OC,0.2,-0.1,-1,10
O=C1NC(N2CCOCC2)=N/C1=C/c1ccccc1,-0.2,-0.1,2,-3
Cc1ccc(F)cc1NC(=O)c1sc2ncn(CC(=O)N3CCN(c4ccccn4)CC3)c(=O)c2c1C,0.0,0.0,4,-5
Cc1ccc(-c2nc(-c3ccc4c(c3)C(=O)c3ccccc3-4)c(-c3ccccc3)[nH]2)cc1,3.3,0.5,-15,21
COc1ccc(S(=O)(=O)N(CC(=O)NC2CCCC2)c2ccc(Cl)cc2)cc1,3.4,0.0,-1,-2
CCc1ccc(C(=O)COC(=O)C(CCSC)NC(=O)c2ccco2)cc1 (stereo not given),1.6,-0.1,1,-2
N#Cc1ccc(C(=O)Nc2cc(-c3nc4ncccc4o3)ccc2Cl)c(F)c1,-0.7,0.1,-3,13
CC(C)C[C@H](NC(=O)OCC1c2ccccc2-c2ccccc21)C(=O)O,-0.3,0.4,-38,1
O=C1N[C@@H](CO)C(=O)N2C[C@@H](NCc3ccc(F)cc3F)C[C@@H]12,-0.6,-0.3,4,-18
O=C(NC(NCCOC12CC3CC(CC(C3)C1)C2)(C(F)(F)F)C(F)(F)F)c1cccc(F)c1,0.3,0.2,-6,12
Cc1ccc(C(=O)COC(=O)c2ccc(N3C(=O)c4ccccc4C3=O)cc2)cc1,1.1,0.1,-34,3
COC(=O)C1=C(C)NC2=C(C(=O)CC(c3ccccc3)C2)C1c1ccccc1OC(C)C (stereo not given),-1.0,0.3,12,-2
Clc1ccccc1COc1ccc(Br)cc1,1.1,-0.1,4,-3
CC1=C(C(=O)OC(C)C)C(c2ccccc2Cl)C2=C(CCCC2=O)N1 (stereo not given),0.8,0.0,-5,-8
CCC1(CC)NC(=O)N(CC(=O)Nc2ccc(F)c(F)c2F)C1=O,1.6,-0.2,-1,1
O=C(NNc1ncnc2sc3c(c12)CCCC3)c1cc2ccccc2oc1=O,-0.2,-0.2,-8,-2
COc1cc(C2C3=C(CC(C)(C)CC3=O)OC3=C2C(=O)CC(C)(C)C3)c(Cl)cc1O,0.4,0.0,4,8
C1=CC2CC1CC2CN1CCN(CCCc2ccccc2)CC1 (stereo not given),-2.6,0.5,7,70*
Cc1ccc(S(=O)(=O)c2ccccc2)cc1S(=O)(=O)Nc1ccc(F)cc1,-0.9,0.0,1,3
O=C(Nc1nnc(-c2ccccc2)o1)c1ccccc1Cl,-0.9,-0.3,-26,20
Cc1cc(NC(=O)C(=O)NC2CCC(C)CC2)no1 (stereo not given),-0.1,0.1,-15,-5
COc1cc(/C=c2\sc3nc4ccccc4n3c2=O)cc(Cl)c1OCCOc1ccccc1C,0.8,0.9,5,3
O=C(CP(=O)(c1ccccc1)c1ccccc1)N1CCOCC1,-0.4,-0.1,-7,1
Cc1ccc2c(c1)-c1c(cnn1CC(=O)Nc1ccc(F)cc1F)CO2,1.8,-0.2,0,-11
Cc1ccc2nc3sc(C(=O)Nc4ccc(N5CCOCC5)cc4)c(N)c3cc2c1,-1.7,-0.1,-14,21
Cn1c(N)c(C(=O)CSC2=NCCS2)c(=O)n(C)c1=O,0.3,0.0,7,14
CC(=O)Nc1ccc(NC(=O)c2ccc([N+](=O)[O-])cc2[N+](=O)[O-])cc1,2.2,0.2,-2,4

# Sorted by count of non-hydrogen atoms (falling): part of the list above.
SMILES,GPR151 ag,FBW7 activator,TEAD-YAP block,MITF primary
Cc1ccc2nc(-c3ccc(F)cc3)c(CNCCCN3CCCC3=O)cc2c1,-0.3,0.0,-6,5
CC(C)(O)C#Cc1ccc(C(=O)N2CCC(C(N)=O)(N3CCCCC3)CC2)o1,-1.4,-0.2,-5,-13
CN(C)CC(C)(O)c1ccc2c(c1)CN(Cc1cn[nH]c1)CCO2 (stereo not given),0.1,0.1,-3,-3
C/C(=N\NC(=O)c1ccco1)c1ccc(N)cc1,-1.5,0.0,-56,-6
NCc1nc2ccncc2[nH]1,-1.7,0.1,10,-14

# The listing continues:
SMILES,GPR151 ag,FBW7 activator,TEAD-YAP block,MITF primary
COc1cccc(=O)c2c(C)oc(C)c12,0.0,0.2,2,16
CCOC(=O)C(=CNc1ccccc1C(N)=O)C(=O)OCC,-0.9,0.0,8,0
O=C(COc1ccc(Br)cc1)Oc1ccc2ccccc2c1,-1.1,0.2,2,12
O=C(CSc1ccc(-c2ccc3c(c2)OCCO3)nn1)NC1CCCCC1,0.8,0.0,-27,23
COc1cccc(/C=C(\C#N)c2ccc([N+](=O)[O-])cc2)c1OC,-1.2,-0.2,13,-9
O=C(CSc1nc2ccc(NC(=O)c3ccccc3)cc2s1)Nc1ccc(Br)cc1,1.0,0.0,6,4
O=C(Nc1nc(-c2cc([N+](=O)[O-])cs2)cs1)c1cc(-c2cccs2)nc2ccccc12,-0.8,0.6,13,14
CCOC(=O)c1cc2cccc(Cl)c2[nH]1,-0.3,0.1,-6,-5
CCOC(=O)Cc1csc2nc3sc(C)c(C)c3c(=O)n12,1.5,-0.1,-7,-14
COc1ccccc1-c1cc2nc(C)c(CCC(=O)Nc3cccnc3)c(C)n2n1,3.4,0.1,13,15
CC(NC(=O)c1ccc(=O)[nH]n1)c1ccc(S(N)(=O)=O)cc1 (stereo not given),-0.2,-0.1,4,19
CC(C)C(CO)Nc1nccn2c(-c3cccc(F)c3)cnc12 (stereo not given),0.6,0.1,9,-12
O=C(Nc1cccc(N2CCC(NCc3nc4ccccc4s3)CC2)c1)c1cccnc1,1.2,0.0,-5,5
O=C(NC1CC1)c1ccc(-c2nc(NCCN3CCOCC3)c3ncn(CCN4CCCC4=O)c3n2)cc1,0.5,0.3,-1,1
CCCCCCCC/C=C\CCCCCCCC(=O)OCC(O)COP(=O)(O)O (stereo not given),2.6,x,x,1
CCOc1cccc(C(=O)N(Cc2ccco2)C2CCS(=O)(=O)C2)c1 (stereo not given),0.6,0.0,4,-4

# Assay outcomes from PubChem BioAssay.
